OXTR potentiator – human OXTR potentiators, primary screen, fluorescence, CHO-OTR cells, Fluo-8 calcium; Oxytocin receptor (Homo sapiens), P30559; Fluo-8 calcium fluorescence, potentiator mode; 0% = oxytocin EC15, 100% = EC100; activation, % at 3 µM; 0.061% of 320,000 active; AID 2445, 2010;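 active = activation above that plate's cutoff, the mean activation of tested compounds plus 3 SD, cut at about 6.6% in these data, passing the limit was not always enough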;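 also: 100% uses oxytocin at 75 nM as the full agonist control; some results filed as inactive read as strong as hits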
Target sequence (P30559 whole entry, looked up): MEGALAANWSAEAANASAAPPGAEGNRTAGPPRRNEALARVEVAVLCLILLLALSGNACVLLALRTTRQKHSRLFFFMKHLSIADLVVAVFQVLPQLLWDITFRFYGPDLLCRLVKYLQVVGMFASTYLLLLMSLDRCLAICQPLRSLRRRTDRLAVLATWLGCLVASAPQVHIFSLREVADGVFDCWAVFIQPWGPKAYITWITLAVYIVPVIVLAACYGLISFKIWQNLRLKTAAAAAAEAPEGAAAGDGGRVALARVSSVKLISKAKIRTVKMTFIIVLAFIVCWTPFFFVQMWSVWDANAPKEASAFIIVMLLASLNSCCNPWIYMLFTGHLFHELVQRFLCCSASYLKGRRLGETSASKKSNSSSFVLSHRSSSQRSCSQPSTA
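Material: CHO-OTR cells, human receptor; compound dosing: single dose, 3.0 µM nominal final compound concentration; schedule: 6 min compound pre-incubation at room temperature, 100 s kinetic read; measured by: kinetic Fluo-8 calcium fluorescence; read-out basis: % activation vs EC15 and EC100 oxytocin; controls: EC15 oxytocin alone as 0%, 75 nM oxytocin as 100%; replicates: singlicate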
CHO parental Ca – ATP-evoked calcium signal inhibitors, parental CHO, primary screen, counter-screen for OX1R antagonist project, cell-based, fluorescence, Fluo-8 calcium dye. inhibition, % at 5.6 µM. AID 463079, 2010. parental CHO-K1, ATP-induced calcium, Fluo-8 fluorescence. 0.63% of 330,000 active;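 active = inhibition above that plate's mean sample inhibition plus 3 SD, cut at about 26% in these data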;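 also: 0% = ATP-challenged DMSO wells and 100% = DMSO wells without ATP; some compounds past the cut are filed as inactive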
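Test system: untransfected parental CHO cell line; also added: ATP stimulus; dosing: 5.6 µM, single dose; signal: calcium-sensitive Fluo-8 fluorescence; measure: percent inhibition of ATP-evoked calcium rise, normalized to controls; benchmarks: low control ATP plus DMSO, high control DMSO only; replication: one well per compound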
CHRM1 agonist – human M1 muscarinic receptor agonists, primary screen, Fluo-8 calcium fluorescence, CHO-K1 cells, HTS; CHO-K1 hM1, agonist mode; 0% DMSO, 100% acetylcholine EC100; activation, % at 3 µM; 0.33% of 360,000 active;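 active = activation above the run's mean compound activation plus 3 SD, cut at about 16% in these data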;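 also: peak over basal fluorescence ratio within a 140 s kinetic read after compound addition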
Target sequence (P11229 whole entry, looked up): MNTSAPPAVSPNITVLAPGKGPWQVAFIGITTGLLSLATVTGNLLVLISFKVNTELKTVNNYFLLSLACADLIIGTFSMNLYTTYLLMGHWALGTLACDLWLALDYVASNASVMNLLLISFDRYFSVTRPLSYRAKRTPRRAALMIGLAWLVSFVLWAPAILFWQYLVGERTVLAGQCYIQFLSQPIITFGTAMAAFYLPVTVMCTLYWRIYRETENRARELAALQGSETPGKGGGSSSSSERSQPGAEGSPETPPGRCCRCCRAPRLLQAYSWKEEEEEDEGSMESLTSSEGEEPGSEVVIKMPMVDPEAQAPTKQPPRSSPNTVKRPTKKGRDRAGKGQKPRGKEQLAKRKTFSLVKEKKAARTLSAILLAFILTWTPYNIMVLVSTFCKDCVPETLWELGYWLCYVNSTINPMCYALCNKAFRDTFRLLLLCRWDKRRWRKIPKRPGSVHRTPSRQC
M1 ag parental – counter-screen for M1 agonists: effect in parental CHO-K1 cells; Fluo-8 calcium fluorescence; scaled to maximal ATP response, vehicle zero; activation, % at 3 µM; 0.48% of 360,000 active; in the data active = activation above about 15%;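 also: untransfected CHO-K1 host cells lacking M1 receptor as counterscreen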
V1R ag counter – agonists of human V1a receptor, primary screen, counter-screen for OXTR agonist project, fluorescence, CHO-V1R cells; AID 2797, 2010; activation, % at 3 µM; Vasopressin V1a receptor (Homo sapiens), P37288; Fluo-8 calcium fluorescence, agonist mode; 0% DMSO, 100% 3 nM vasopressin; 0.25% of 320,000 active;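 active = activation above the mean activation of all tested compounds plus 3 SD, per screening run, cut at about 20% in these data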;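 also: signal is peak over basal fluorescence ratio across a 100 second FLIPR read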
TAAR1 antagonist – human TAAR1 antagonists, primary screen, Fluo-8 calcium fluorescence, CHO RD-HGA16 cells | Trace amine-associated receptor 1 (Homo sapiens), Q96RJ0 | antagonist | inhibition, % at 3 µM | 1.5% of 360,000 active;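 active = inhibition above a per-plate cutoff, the mean inhibition of test compounds on that plate plus 3 SD, cut at about 49% in these data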;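 also: 0% = DMSO plus EC80 beta-PEA response and 100% = DMSO alone without agonist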
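System: RD-HGA16 CHO cells with stable hTAAR1 and Gα16 | Probe or stimulus: EC80 β-phenethylamine stimulus | Dosing: 3 µM, single point | Times: Dye loading 75 min at 37 °C, then 30 min room temperature | Measured by: Fluo-8 calcium-sensitive fluorescence | Read-out basis: % inhibition of agonist calcium response | Replicates: n of 1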
M1 PAM parental – nonselective calcium activators in parental CHO-K1 cells, primary screen, counter-screen for M1 PAM project, cell-based, Fluo-8 calcium fluorescence, full deck, 1536-well; AID 602247, 2012; ATP EC20; 0% at ATP EC20, 100% at ATP max; activation, % at 3 µM; 0.02% of 360,000 active;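 active = activation above the run cutoff, the mean activation of all test compounds plus 3 SD, cut at about 40% in these data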;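 also: peak over basal fluorescence ratio in a 140 s read after ATP addition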
CHO-K1 Ca antag – counter-screen for M1 antagonists: effect in parental CHO-K1 cells | ATP-induced calcium, Fluo-8 fluorescence | AID 602250 | 0.6% of 360,000 active | inhibition, % at 3 µM;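 active = inhibition above a per-plate cutoff, the plate's mean sample inhibition plus 3 SD, cut at about 24% in these data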;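 also: 0% = DMSO plus EC80 ATP and 100% = DMSO alone without ATP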
TAAR1 agonist – human TAAR1 agonists, primary screen, Fluo-8 calcium fluorescence, CHO RD-HGA16 cells. vehicle wells 0%, saturating PEA agonist 100%. AID 624467, 2012. 0.99% of 360,000 active. activation, % at 3 µM. Trace amine-associated receptor 1 (Homo sapiens), Q96RJ0;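 active = activation above the mean activation of all test compounds in the run plus 3 SD, cut at about 38% in these data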
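Test system: RD-HGA16 (CHO) cells co-expressing Gα16 and hTAAR1 | Doses: Single dose, 3 µM | Schedule: 17-24 h seeding, 75 min 37 °C dye, 30 min RT | Evaluation: % activation from peak over basal fluorescence ratio, DMSO-to-PEA scaled | Technique: Kinetic Fluo-8 calcium fluorescence | Benchmarks: Low control DMSO, high control PEA (EC100)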
* = called active by the depositor; · = not tested or not shown.

SMILES | OXTR potentiator | CHO parental Ca | CHRM1 agonist | M1 ag parental | V1R ag counter | TAAR1 antagonist | M1 PAM parental | CHO-K1 Ca antag | TAAR1 agonist
COc1ccc(OC)c(NC(=O)Nc2nc(C(N)c3ccccc3Cl)cs2)c1 (stereo unspecified) | · | · | 7.8 | 2.3 | · | 41.5 | 11.4 | -2.7 | 28.5
CCCN(CCC)C(=O)CSc1nc2n[nH]c(C)c2c(=N)n1-c1ccc(OC)cc1 | -21.5 | -7.4 | -6.7 | -0.8 | -0.7 | 4.9 | 3.4 | -4.4 | 2.8
Cc1ccc(C(=O)NNC(=O)c2cccc3ccccc23)cc1 | · | · | 0.2 | 0.6 | · | 6.9 | 2.6 | -9.3 | 1.3
CCOc1ccc(CCNS(=O)(=O)c2c(C)n[nH]c2C)cc1OCC | -4.9 | -10.6 | -3.0 | 0.2 | 0.1 | -14.8 | 13.4 | -4.3 | 3.3
Cc1ccccc1-n1c(C)cc(/C=N/NC(=O)c2ccncc2)c1C | -9.0 | -12.3 | 0.8 | 0.8 | 1.6 | 2.2 | 14.3 | -24.9 | 6.2
COc1cc(C(=O)n2nc(C)cc2C)ccc1O | -10.7 | 0.4 | -0.6 | -0.3 | -0.6 | 3.2 | 13.9 | 5.9 | 4.4
CCN1CCCc2cc(CN(CCN3CCOCC3)C(=S)Nc3ccc(OC)cc3)ccc21 | -15.3 | -28.6 | -7.5 | 0.3 | -0.8 | -46.4 | 11.9 | -9.3 | 2.1
COc1ccc(C(=O)N2CCN(C(=O)C3COc4ccccc4O3)CC2)cc1 (stereo unspecified) | -19.2 | -14.0 | 0.9 | 2.2 | 0.0 | -21.0 | 10.5 | -15.7 | 0.0
Cc1nc(NC(=O)CN(C)S(=O)(=O)c2ccc(Br)cc2)sc1C | -10.5 | 2.1 | 1.1 | 6.4 | 6.8 | 2.5 | -10.4 | 20.5 | 9.4
Cc1noc(C)c1S(=O)(=O)Nc1ccc(C(=O)N2CCCCC2)cc1 | -3.9 | -3.0 | -9.1 | 0.5 | 1.6 | -5.9 | -4.5 | 0.3 | 4.7
NC1=NC(=O)/C(=C\c2ccc(O)c([N+](=O)[O-])c2)S1 | -9.0 | -6.8 | -0.9 | 0.3 | 0.0 | 5.2 | 18.1 | 1.4 | 1.4
O=C(CSc1ccccc1)Nc1nnc(COc2ccc(Cl)cc2)s1 | 5.6 | -17.0 | -0.3 | 0.8 | -0.5 | -10.0 | 20.4 | -4.5 | 3.7
Cc1cccc(NC(=O)Cn2c(O)c(N=NC(=O)c3ccccc3O)c3ccccc32)c1 | -7.3 | -19.8 | -5.4 | 0.6 | 0.4 | -15.2 | 18.7 | -2.7 | 0.5
Cc1ccc(OCC(=O)Nc2ccc(F)cc2)cc1 | -4.6 | -2.8 | -6.5 | 1.7 | -0.8 | 10.5 | 25.5 | -13.3 | 4.4
COc1ccc(S(=O)(=O)N2CCOCC2)cc1NC(=O)CCNC(=O)c1ccc(Cl)cc1 | · | · | -4.3 | 1.1 | · | -1.7 | 9.0 | -3.9 | 3.1
Cc1ccccc1NS(=O)(=O)c1ccc(F)cc1 | 4.5 | -11.4 | -5.4 | -0.2 | -0.5 | -8.4 | 23.6 | -18.6 | 1.7
O=C(NCCN1CCOCC1)c1cccc(S(=O)(=O)N2CCCCC2)c1 | -1.7 | -2.5 | -3.7 | 0.6 | 0.7 | -11.4 | 2.9 | -6.2 | 1.4
COc1ccc(OC)c(S(=O)(=O)Nc2ccc3c(c2)N(C(C)=O)CCC3)c1 | -5.8 | -17.6 | -5.5 | 0.6 | 0.8 | -33.5 | -5.7 | -1.1 | 3.4
O=C(c1ccc(CS(=O)c2ccc(Br)cc2)o1)N1CCN(C2CCCCC2)CC1 (stereo unspecified) | · | · | -8.0 | 0.6 | · | -18.5 | 6.0 | 10.1 | 1.8
Cc1ccc(S(=O)(=O)N(CC(=O)N(C(C)C)C(C)C)C(=O)N2CCN(C)CC2)cc1 | -3.0 | -0.1 | -3.2 | -0.1 | 0.4 | -3.4 | -0.6 | -8.6 | 0.2

Looked up above:
Reading for `COc1ccc(OC)c(S(=O)(=O)Nc2ccc3c(c2)N(C(C)=O)CCC3)c1` under TAAR1 agonist: 3.4
Reading for `O=C(NCCN1CCOCC1)c1cccc(S(=O)(=O)N2CCCCC2)c1` under M1 PAM parental: 2.9

(further entries)
SMILES | OXTR potentiator | CHO parental Ca | CHRM1 agonist | M1 ag parental | V1R ag counter | TAAR1 antagonist | M1 PAM parental | CHO-K1 Ca antag | TAAR1 agonist
CCN1CC(O)=C(c2nc3ccccc3s2)C1=N | 6.1 | -13.1 | -3.9 | -0.3 | -0.2 | -5.2 | 4.8 | 1.8 | -1.9
CNC(=O)N(O)C1N(/N=C/c2ccccc2F)C(=S)SC1(C)C (stereo unspecified) | -11.6 | -10.7 | -2.9 | 0.1 | -0.9 | -7.0 | -4.5 | 2.5 | 0.5
Cc1cc(C)cc(NC(=O)c2cccc(NC3=NC4CS(=O)(=O)CC4S3)c2)c1 (stereo unspecified) | -7.0 | 3.1 | 0.6 | 0.1 | 0.3 | -10.0 | 30.5 | -5.3 | 1.1
COc1c(C)cc(C(=O)C2CCCN(C(=O)c3cc4nc(C)cc(C)n4n3)C2)cc1C (stereo unspecified) | -16.4 | -17.9 | -4.3 | 0.1 | -0.7 | -0.5 | 15.8 | -14.9 | 2.1
CCN(CC(=O)NC(C)C)C(=O)C(CCSC)NC(=O)c1cccc(C)c1 (stereo unspecified) | -4.6 | -18.0 | -2.3 | 1.0 | -0.7 | 9.4 | 8.3 | 1.4 | 15.9
CCn1cc(CNC(=O)/C=C/c2ccc([N+](=O)[O-])cc2)c(C)n1 | 1.4 | 3.4 | -1.2 | 0.7 | 1.3 | 6.2 | -6.5 | -8.1 | 4.9
CCC(c1nnc(SCC(=O)NC23CC4CC(CC(C4)C2)C3)o1)N(C)C (stereo unspecified) | 0.4 | -12.6 | -4.2 | 0.4 | 0.6 | -5.4 | 11.7 | -8.1 | 0.8
COc1cccc(CN(C)C(=O)c2cccc(OC3CCN(C4CCCC4)CC3)c2)c1 | 2.8 | -14.2 | -5.5 | 2.0 | 0.2 | 3.7 | 12.4 | -16.9 | 0.9
O=C1/C(=C/C=C/c2ccco2)SC(=S)N1c1ccc(O)cc1 | 2.4 | 2.6 | -1.8 | 0.5 | 1.5 | -7.2 | 15.8 | -12.3 | -2.0
O=C(C1CCC(=O)N(C2CC2)C1)N1CCN(c2cccc(Cl)c2)CC1 (stereo unspecified) | · | · | -4.9 | 0.5 | · | -4.1 | -0.6 | -2.3 | 1.1
Cc1ccc(S(=O)(=O)N2CCOC23CCN(C(=O)c2cc(Cl)ccc2Cl)CC3)cc1 | -9.4 | -14.7 | -2.8 | 5.5 | -0.1 | 13.5 | -11.2 | -5.1 | -0.4
O=C(CSC1=Nc2ccccc2C2CC=NN12)NCc1ccco1 (stereo unspecified) | 3.0 | -3.8 | -5.5 | 0.3 | -0.5 | -15.2 | 3.5 | -2.9 | 3.8
O=C(CSc1nc2scc(-c3cccs3)c2c(=O)n1CCc1ccccc1)N1CCCC1 | · | · | -2.1 | 0.1 | · | -5.4 | 17.8 | -12.2 | -3.1
Cc1ccc(S(=O)(=O)N2CCCN(C(C)c3nc4ccccc4c(=O)[nH]3)CC2)cc1 (stereo unspecified) | 0.0 | -9.1 | -6.6 | -0.6 | 0.9 | 11.8 | 10.5 | -0.1 | -0.6
COc1cccc(NC(=O)CN2C(=O)COc3ccc(Cl)cc32)c1 | -16.1 | 5.2 | -0.4 | 1.1 | 1.9 | -15.8 | 17.3 | -9.5 | 3.5
O=C(CSc1ccccc1)N1CCN(C(=O)c2ccco2)CC1 | -4.6 | -12.5 | -1.1 | 0.3 | 0.2 | -0.9 | 6.1 | -16.0 | 1.0
Fc1ccccc1OCCCN1CCOCC1 | -2.9 | -11.6 | -7.0 | 0.3 | 0.1 | 2.0 | 16.8 | -7.0 | 1.9
Cc1cc(C(=O)Nc2nnc(C3CCCCC3)s2)cs1 | 5.7 | -7.0 | -0.9 | 0.6 | 0.2 | 15.5 | 12.3 | -16.0 | 8.6
Cc1ccc2c(c1)nnn2C1CCN(CC(=O)N2c3ccccc3CC2C)CC1 (stereo unspecified) | -3.7 | -19.4 | -9.2 | 1.2 | 2.2 | 0.9 | -8.6 | 3.2 | 3.9
Clc1ccc(OCCn2ccnc2)c(Cl)c1 | 0.1 | -7.3 | -14.0 | 0.2 | -0.9 | 11.4 | -7.2 | 2.3 | 2.6
Cc1nn(CC(=O)NCCCN2CCC(Cc3ccccc3)CC2)c(=O)c2cc(-c3ccccc3)nn12 | -6.0 | -4.9 | -3.8 | 4.9 | 7.2 | -15.3 | -8.9 | 10.4 | 2.4
COc1ccc(C(C)(C)NC(=O)C2CCC(=O)N(CCCN3CCCC3=O)C2)cc1 (stereo unspecified) | -3.4 | 2.2 | -3.1 | 0.7 | -0.3 | -8.3 | 16.9 | -10.7 | 0.5
CC(C)NCC(=O)Nc1c2c(nc3ccccc13)CCC2 | -4.1 | -12.1 | -3.8 | 0.2 | -0.1 | -14.5 | 5.4 | -7.0 | 1.8
Clc1ccc(OCCCCN2CCCCC2)cc1 | -9.1 | -4.0 | -9.1 | 0.5 | 1.3 | · | -0.2 | 10.6 | ·
O=C(NC1CCC(O)CC1)c1cccc2cccnc12 (stereo unspecified) | -11.0 | 0.1 | -2.8 | -0.1 | -0.5 | -22.3 | -16.6 | -15.5 | 7.5
